PAD4 inhibition – blockers of protein arginine deiminase 4 – biochemical, fluorescence polarization, primary screen (AID 463073). recombinant PAD4, RFA probe fluorescence polarization; stronger effect = higher value. inhibition, % at 5 µM. hit rate 0.5% among 2,000;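 active = inhibition above 30%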;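 note: 0% = PAD4 with DMSO and 100% = wells lacking PAD4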
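system = recombinant PAD4 | amount = PAD4 at 2 µM in dispensed buffer, before additions | incubation = 30 min 25 °C preincubation, 5 h 37 °C labeling | measured by = FP, ex 525 nm, em 598 nm | replication = single well per compound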
* marks the source's active call; other numbers are inactive results.

SMILES	PAD4 inhibition
CN(C)CCCN1c2ccccc2Sc2ccccc21	5.2
Cc1nnc(NS(=O)(=O)c2ccc(N)cc2)s1	-6.4
C[C@]12CC[C@H]3[C@@H](CCC4=CC(=O)CC[C@@]43C)[C@@H]1CC[C@@H]2C(=O)CO	3.3
CC(=O)[C@H]1CC[C@H]2[C@@H]3C[C@H](C)C4=CC(=O)CC[C@]4(C)[C@H]3[C@@H](O)C[C@]12C	-1.5

Some values from the list:
`CN(C)CCCN1c2ccccc2Sc2ccccc21` | PAD4 inhibition = 5.2
`CC(=O)[C@H]1CC[C@H]2[C@@H]3C[C@H](C)C4=CC(=O)CC[C@]4(C)[C@H]3[C@@H](O)C[C@]12C` | PAD4 inhibition = -1.5

2 entries drawn at random from the list so far, as already listed:
SMILES	PAD4 inhibition
CC(=O)[C@H]1CC[C@H]2[C@@H]3C[C@H](C)C4=CC(=O)CC[C@]4(C)[C@H]3[C@@H](O)C[C@]12C	-1.5
C[C@]12CC[C@H]3[C@@H](CCC4=CC(=O)CC[C@@]43C)[C@@H]1CC[C@@H]2C(=O)CO	3.3

Compound activity deposited in PubChem BioAssay by The Scripps Research Institute Molecular Screening Center.

An excerpt. The share of hits here may be higher or lower than overall.
